Screens as filed in PubChem.
M. tuberculosis GlmU = inhibition of mycobacterial GlmU enzyme – biochemical, glucosamine-1-phosphate acetyltransferase (AID 1376). Bifunctional protein GlmU (Mycobacterium tuberculosis (strain ATCC 25618 / H37Rv)). one-dose inhibition, %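 (tested at 30 µM in the primary screen)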; IC50 in µM for titrated hits. 0.25% of 220,000 active. M. tuberculosis GlmU acetyltransferase enzyme assay; higher % means a stronger effect; in the data active = inhibition above about 13%; inconclusive = no clear call, values can overlap the other calls;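 also: 0% = complete reaction with vehicle and 100% = reaction without substrate; strong numbers were not always called active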
RmlCD inh 1536 = M. tuberculosis RmlC/RmlD coupled enzyme inhibitors, primary screen, biochemical, compound mixtures, 384-well, from 1536-well plates. dTDP-4-dehydrorhamnose reductase (Mycobacterium tuberculosis (strain ATCC 25618 / H37Rv)) …. RmlC+RmlD coupled enzyme assay, percent inhibition; primary screen in compound mixtures. inhibition, % at 3.6 µM. 0.03% of 160,000 active. AID 1533, 2009; in the data active = inhibition mostly above about 34%, no sharp cut-off; inconclusive = no clear call, values can overlap the other calls; inactive = mostly below about 22%; also: some results filed as inactive read as strong as hits
Target sequence (P9WH09 whole entry, looked up): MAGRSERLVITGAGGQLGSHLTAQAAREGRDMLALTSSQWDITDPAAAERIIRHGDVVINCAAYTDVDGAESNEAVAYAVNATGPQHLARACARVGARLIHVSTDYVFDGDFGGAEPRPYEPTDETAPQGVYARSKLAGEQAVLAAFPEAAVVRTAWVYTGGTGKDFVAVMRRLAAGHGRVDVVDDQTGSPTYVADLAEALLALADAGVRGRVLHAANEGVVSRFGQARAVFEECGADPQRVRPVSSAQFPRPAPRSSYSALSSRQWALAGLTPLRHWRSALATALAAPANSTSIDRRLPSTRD
Target sequence (P9WH11 whole entry, looked up): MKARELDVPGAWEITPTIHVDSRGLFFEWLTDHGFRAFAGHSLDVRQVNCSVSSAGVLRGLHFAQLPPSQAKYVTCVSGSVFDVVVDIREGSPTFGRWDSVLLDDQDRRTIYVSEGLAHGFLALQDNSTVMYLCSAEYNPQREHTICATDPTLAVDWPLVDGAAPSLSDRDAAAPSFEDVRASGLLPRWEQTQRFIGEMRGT
Starred values were filed as active, the others as inactive; ? = inconclusive; · = no result given; & = joins results of further samples. An excerpt; count on the stated rates, not on these rows.

SMILES	M. tuberculosis GlmU	RmlCD inh 1536
CCO/C=C1/C(=O)N(Cc2ccccc2)C(=O)c2ccccc21	2.0%	9
CCCN1Cc2cccc(C(=O)NCc3ccccc3)c2C1=O	2.3%	-11
CN(C)CCNC(C(=O)Nc1cccc(C(F)(F)F)c1)c1ccccc1 (stereo not drawn)	6.0%	·
N#C/C(=C/c1ccc(N2CCOCC2)o1)c1ccc(Br)cc1	-3.4%	·
C=CCSc1nnc2n(CCc3ccccc3)c(=O)c3c4c(sc3n12)COC(C)(C)C4	3.9%	?
CN(C)S(=O)(=O)c1ccc2c(c1)nc(CCC(=O)Nc1ccc(N3CCOCC3)cc1)n2C	1.8%	-1
COc1cc(C=O)ccc1Oc1nc(Nc2ccc(F)cc2F)nc(N2CCOCC2)n1	-5.3%	7
NC(=O)C1(N2CCCCC2)CCN(C(=O)CSc2nc3ccccc3s2)CC1	·	10
CC(=O)Nc1ccc2ccc3cccc4ccc1c2c34	-8.0%	·
Cc1ccc(N(C(=O)C(F)(F)F)C(C(=O)NC2CCCCC2)c2ccncc2)cc1C (stereo not drawn)	-0.6%	2
Cc1cc(NC(=O)CSc2n[nH]c(N)n2)no1	0.4%	·
COc1ccc(Cn2c(-c3ccc(OC)c(O)c3)nc3ccccc32)cc1O	-2.9%	13
COc1ccc(CNS(=O)(=O)NCc2ccc(OC)c(OC)c2)cc1	·	-5
CSCCC(=O)Nc1nc(-c2ccccn2)cs1	8.5%	-4
CNc1nc(CCN2C(=O)c3ccccc3C2=O)cs1	4.0%	-2
c1ccc(CCn2c(C3CC3)nc3ccccc32)cc1	-1.5%	9
CCOC(=O)C1CCN(C(=O)CSc2ccccc2Cl)CC1	-0.9%	-12
Nc1cc2c([N+](=O)[O-])cccc2o1	-2.2%	-8
C#CCSc1nncn1C(=O)/C=C/c1ccccc1	4.1%	-8
CC1CCc2nc3ccc(S(=O)(=O)N4CCC(C(=O)N5CCCCC5)CC4)cc3c(C(=O)O)c2C1 (stereo not drawn)	3.7%	-7
Cc1cccc(NC(=O)c2cnc3ccccn3c2=O)c1	-3.3%	·
COc1cccc(-n2c([S-])c(C(=O)Nc3ccc(C(F)(F)F)cc3)[n+]3ccccc23)c1	-0.3%	-6
CCCc1c(C)c2cccc(C)c2[nH]c1=O	-1.5%	5
CN(CC(=O)Nc1ccc(F)cc1)C(=O)CSc1nc2ncc(Cl)cc2[nH]1	-2.8%	-9
O=C(Nc1ccc(N2C(=O)C3C4C=CC(C4)C3C2=O)cc1)Nc1nnc(C(F)(F)F)s1 (stereo not drawn)	9.0%	·
NCCCC[C@H](NC(=O)C1CCNCC1)c1nnc([C@@H](N)Cc2ccc(O)cc2)o1	-1.8%	·
COc1cccc(C(=O)Cn2c(=N)n(C)c3ccccc32)c1	13%*	·
Cc1ccc2c(c1)c1nnc(SCC(=O)N3CCN(c4ccc(F)cc4)CC3)nc1n2CC(=O)O	0.4%	-6
COc1cccc(S(=O)(=O)Nc2ccc(C(=O)NCc3ccco3)cc2)c1	1.7%	·
OCCCNC(=S)Nc1ccc(Br)cc1Cl	4.5%	·
O=C(N/N=C1\CCCc2ccccc21)c1cccc(Br)c1	6.5%	16
CCc1c(C)nc2ncnn2c1NCCc1ccccc1	-1.2%	·
COc1ccc(/C(O)=C(\C#N)c2nc3ccccc3n2C)cc1OC	-0.7%	20
Cc1c(C(C)(C(=O)O)c2c(C)n(C)c3ccccc23)c2ccccc2n1C	4.1%	-6
O=C(NCCSc1c[nH]c2ccccc12)c1ccc(Br)o1	-1.9%	-2
Cc1ccc(CCN2CC(C(=O)N3CCC4(CC3)OCCO4)CC2=O)cc1 (stereo not drawn)	-0.8%	36
O=C(CN1CC=C(c2ccccc2)CC1)Nc1c(Cl)cccc1Cl	0.7%	-10
Cc1ccc(S(=O)(=O)N2CCC(C(=O)N3CCC(C(=O)NCC4CCCO4)CC3)CC2)cc1 (stereo not drawn)	·	-8
Cc1ccc(-c2csc3nc4ccc(C(=O)NCCO)cc4c(=O)n23)cc1	-3.2%	-9
CC(=O)Nc1cccc(NC(=O)CCn2c(=O)sc3ccccc32)c1	-2.4%	·
CCOCCCNC(=O)C(NC(=O)c1ccc(NC(C)=O)cc1)c1ccc(C)cc1 (stereo not drawn)	5.6%	8
O=C(C1CCCN(CCCc2ccccc2)C1)N1CCCCCC1 (stereo not drawn)	-2.7%	3
CC1(C)C=Cc2c(c3c(c4c(=O)c(-c5ccc(O)cc5)coc24)OC(C)(C)CC3)O1	-0.2%	6
Cn1cccc1CNCc1ccc(F)cc1	-3.2%	6
O=C(COc1ccccc1-c1ccccc1)N/N=C/c1ccncc1	1.4%	8
O=C(COC(=O)/C=C/c1cccc(C(F)(F)F)c1)NCc1ccccc1	3.2%	-1
O=C(CCc1ccc(S(=O)(=O)NCCc2ccccc2)cc1)N1CCN(Cc2ccc3c(c2)OCO3)CC1	-1.9%	9
CC(=O)NN1C(=O)c2ccccc2NC1c1ccco1 (stereo not drawn)	-0.2%	2
Cc1ccc(-c2cc(Cc3ccccn3)c(=O)[nH]n2)cc1	-3.3%	-9
CC1CC(=O)Nc2ccccc2N1S(=O)(=O)c1cccs1 (stereo not drawn)	-3.0%	8

More records.
SMILES	M. tuberculosis GlmU	RmlCD inh 1536
C/C(CC(=O)NCc1ccc(Cl)cc1)=N\NC(=O)c1ccccc1F	-5.7%	-10
NC(=O)CCN1CCN(Cc2cn[nH]c2-c2cccc3ccccc23)CC1	0.7%	9
O=C(NCc1ccc(F)cc1)C(c1ccccc1)N(C(=O)c1csnn1)C1CC1 (stereo not drawn)	-3.8%	7
CCCCn1nc2cc(C(=O)NC3CCCc4ccccc43)ccc2c1OCC (stereo not drawn)	2.4%	5
CCc1cc2c(=O)c(-c3nc4ccccc4n3C)c(C)oc2c(CN2CCN(CCO)CC2)c1O	-1.3%	14
NC(=O)c1cc([N+](=O)[O-])ccc1NCCN1C(=O)c2ccccc2C1=O	-1.3%	3
CCCCOc1c(Cl)cc(CNC(C)(C)CO)cc1OCC	-0.4%	·
Cc1cc(C)cc(NC(=S)NCCc2c[nH]c3ccccc23)c1	-0.1%	·
O=C(NCC1COc2ccccc2O1)C1(c2ccccc2)CCCC1 (stereo not drawn)	1.1%	7
CN(Cc1ccccc1)C(=O)c1cc(-c2ccc(Br)cc2)on1	4.7%	54

Brought forward from above: 3 entries, then new ones.
SMILES	M. tuberculosis GlmU	RmlCD inh 1536
Cc1cc(C)cc(NC(=S)NCCc2c[nH]c3ccccc23)c1	-0.1%	·
O=C(NCC1COc2ccccc2O1)C1(c2ccccc2)CCCC1 (stereo not drawn)	1.1%	7
CN(Cc1ccccc1)C(=O)c1cc(-c2ccc(Br)cc2)on1	4.7%	54
Cc1cc(C)nc(NS(=O)(=O)c2ccc(N=Cc3c(C)[nH]n(-c4ccccc4)c3=O)cc2)n1	1.7%	·
Cc1ccccc1Nc1c(-c2ccc(N3CCOCC3)cc2)nc2ncccn12	-2.4%	7
Cc1ccc(NC(=O)CCn2cc(C(F)(F)F)ccc2=O)cc1	-2.7%	-13
Cc1ccc(NC(NC(=O)OCCn2c([N+](=O)[O-])cnc2C)C(Cl)(Cl)Cl)cc1 (stereo not drawn)	-3.6%	14
Cc1ccc(N(CC(=O)NCc2ccncc2)S(C)(=O)=O)cc1	2.9%	·
CCO[C@@H]1OC(C(=O)Nc2ccccc2)=C[C@H](c2ccccc2)[C@H]1CCCO	0.4%	·
COc1ccc(N(C(=O)COc2cccc(C)c2)S(=O)(=O)c2ccc(C)cc2)cc1	0.3%	-4
CCn1c2ccccc2c2cc(/C=N/n3cn[nH]c3=S)ccc21	13%*	·
Nc1nc(SCC(=O)c2cc3ccccc3o2)n[nH]1	-1.0%	-10
CC1(CCl)CN1S(=O)(=O)c1ccccc1 (stereo not drawn)	-2.6%	-9
CC(c1ccccc1)N1CCn2c(nc3cc(NC(=O)NC4CCCCC4)ccc32)C1 (stereo not drawn)	-0.3%	·
CC[n+]1c(C)n(C)c2cc(S(=O)(=O)N(C)C)ccc21	3.0%	-7
Cc1cc(C)nc(N/N=C/c2ccco2)n1	1.8%	·
Cc1ccc(NC(=O)CN(C)CC(=O)Nc2ccc(N3CCOCC3)cc2)c(C)c1	5.5%	9
COCCn1cc(C(=S)N2CCOCC2)c2ccccc21	0.7%	·
O=C(NCCc1ccncc1)C(F)(F)F	-0.1%	-9
O=C(Nc1ncn[nH]1)c1ccccc1Br	0.7%	7
Cc1ccc(Cl)cc1NC(=S)N(CCN(C)C)Cc1cccs1	-5.1%	-10
COc1ccc(Cc2c(O)nc(SCC(=O)NC34CC5CC(CC(C5)C3)C4)[nH]c2=O)cc1	-0.6%&-0.1%	3&-7
COc1cc(NC(=O)CSc2nc(C)cs2)cc(OC)c1	-4.1%	3
CC(C)(C)C(=O)Nc1cccc(-c2nc3ccccc3[nH]2)c1	-3.8%	·
S=C(NCC1CCCO1)Nc1ccc(Nc2ccccc2)cc1 (stereo not drawn)	-5.2%	-4
CCOC(=O)c1c(C)[nH]c(C)c1C(=O)COc1ncnc2ccccc12	-5.5%	-1
O=C(N/N=C/c1cccc(OC(=O)N2CCOCC2)c1)c1cccs1	-4.5%	·
CCOc1ccc(-c2nc(CSc3nnc(N)s3)cs2)cc1	-4.8%	-12
CCOC(=O)N1CCN(C(=O)/C=C/c2cccc([N+](=O)[O-])c2)CC1	1.5%	9
COc1ccc(CCNC(=O)C(=O)NCC2CCCO2)cc1 (stereo not drawn)	-2.4%	·
N#C/C(=C\c1coc2ccc(O)cc2c1=O)C(=O)Nc1nc2ccccc2s1	12%	-8
CCN1CC2=C(OC(N)=C(C#N)C2c2ccccc2)/C(=C\c2ccccc2)C1 (stereo not drawn)	2.4%	4
Cn1c(SCC(=O)N/N=C/C=C/c2ccco2)nc2ccccc21	13%*	7
Cc1ccccc1NC(=O)C(Cl)=C(Cl)Cl	-2.4%	-11
C=CS(=O)(=O)c1ccc(Oc2ccc(S(=O)(=O)C=C)cc2)cc1	3.5%	·
COc1ccc(CNC(=O)C(C)NS(=O)(=O)c2ccc(C)cc2)cc1 (stereo not drawn)	-1.0%	-13
Cc1cccc(OCC(=O)O/N=C(\N)Cc2cccs2)c1	-3.6%	-8
COc1ccc(/C=N/n2c(N)nc3ccccc32)cc1OC	0.5%	12
CCOC(=S)SCC(=O)Nc1nc(-c2ccccc2)cs1	-2.6%	24
O=C(Cn1c(=O)oc2ccccc21)NCCc1ccccc1Cl	-6.3%	4
O=C(NN=C1CCN(Cc2ccccc2)CC1)c1cc2ccccc2cc1O	4.8%	4
Nc1c(C(=O)Nc2ccc(Br)cc2)sc2nc(-c3ccco3)ccc12	5.1%	0
CCN(CC)CCn1nc(C)nc1-c1ccccc1O	-1.8%	-1
Cc1nc2c(C)cccc2cc1C(=O)N/N=C/c1ccc(O)cc1	0.7%	-6
COc1ccccc1OCCCC(=O)Nc1ccc(N2CCOCC2)cc1	-2.8%	0
O=C(CNc1cccc2ccccc12)N/N=C/c1cccc(Oc2ccccc2)c1	3.6%	-16
CCN(C(=O)c1cc(Cl)ccc1OC)c1ccccc1C	2.0%	·
COc1ccc(-c2cc(-c3c(O)c(OC)c4occc4c3OC)[nH]n2)cc1	-0.1%	13
c1cncc(-c2noc(-c3cccc4ccccc34)n2)c1	0.9%	·
Cc1nc(C(=O)Nc2ccccc2)sc1C1(C)CC(c2cccc([N+](=O)[O-])c2)=NO1 (stereo not drawn)	4.0%	·
Cc1ccc(-c2cc(C(F)F)n3ncc(C(=O)N4CCN(c5cccc(C)c5C)CC4)c3n2)cc1	-2.7%	90
CCn1cc(/C=N/NS(=O)(=O)c2ccc(OC)cc2)c(C)n1	-2.9%	·
CC(C)(C)NC(=O)COC(=O)CCC(=O)c1ccc(Cl)cc1	4.0%	0

Following part:
SMILES	M. tuberculosis GlmU	RmlCD inh 1536
CCOc1ccc(N(CC(=O)O)S(=O)(=O)c2cccnc2)cc1	3.8%	-4
CC(C)(C)c1ccc(C(=O)NNC(=O)Cc2cccc3ccccc23)cc1	-8.6%	·
Nc1[nH]nc2nc(-c3ccccc3)[nH]c(=O)c12	6.2%	-8
O=C(c1cc(F)ccc1F)C1CCCN(C(=O)CCCN2CCCCC2=O)C1 (stereo not drawn)	-6.4%	-3
O=c1oc2ccccc2c(O)c1C=Nc1cccnc1	1.3%	·
NC(=O)NC(=O)CC1S/C(=N/N=C2\CSC(=O)N2)NC1=O (stereo not drawn)	1.3%	-11

In the list so far, these contain two or more sulfur atoms.
SMILES	M. tuberculosis GlmU	RmlCD inh 1536
C=CCSc1nnc2n(CCc3ccccc3)c(=O)c3c4c(sc3n12)COC(C)(C)C4	3.9%	?
NC(=O)C1(N2CCCCC2)CCN(C(=O)CSc2nc3ccccc3s2)CC1	·	10
CSCCC(=O)Nc1nc(-c2ccccn2)cs1	8.5%	-4
CC1CC(=O)Nc2ccccc2N1S(=O)(=O)c1cccs1 (stereo not drawn)	-3.0%	8
Cc1ccc(Cl)cc1NC(=S)N(CCN(C)C)Cc1cccs1	-5.1%	-10
COc1cc(NC(=O)CSc2nc(C)cs2)cc(OC)c1	-4.1%	3
CCOc1ccc(-c2nc(CSc3nnc(N)s3)cs2)cc1	-4.8%	-12
C=CS(=O)(=O)c1ccc(Oc2ccc(S(=O)(=O)C=C)cc2)cc1	3.5%	·
CCOC(=S)SCC(=O)Nc1nc(-c2ccccc2)cs1	-2.6%	24
NC(=O)NC(=O)CC1S/C(=N/N=C2\CSC(=O)N2)NC1=O (stereo not drawn)	1.3%	-11
